Screening results from PubChem.
S1P3 antag = S1P3 receptor antagonists, primary screen, cell-based. Sphingosine 1-phosphate receptor 3 (Homo sapiens), Q99500. CHO S1P3 NFAT-BLA reporter, FRET fluorescence, antagonist mode. inhibition, % at 4.98 µM. 170,000 compounds, 0.27% hits. AID 485, 2006;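 active = inhibition above the plate cutoff, the mean inhibition of test wells on that plate plus 3 SD, cut at about 28% in these data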;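 also: cells challenged with S1P at its EC80 of 0.8 µM; blue over green emission ratio from cleaved BLA substrate after 4 h stimulation; 0% = S1P-stimulated wells and 100% = unstimulated DMSO-only wells; some compounds past the cut are filed as inactive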
Target sequence (Q99500 whole entry, looked up): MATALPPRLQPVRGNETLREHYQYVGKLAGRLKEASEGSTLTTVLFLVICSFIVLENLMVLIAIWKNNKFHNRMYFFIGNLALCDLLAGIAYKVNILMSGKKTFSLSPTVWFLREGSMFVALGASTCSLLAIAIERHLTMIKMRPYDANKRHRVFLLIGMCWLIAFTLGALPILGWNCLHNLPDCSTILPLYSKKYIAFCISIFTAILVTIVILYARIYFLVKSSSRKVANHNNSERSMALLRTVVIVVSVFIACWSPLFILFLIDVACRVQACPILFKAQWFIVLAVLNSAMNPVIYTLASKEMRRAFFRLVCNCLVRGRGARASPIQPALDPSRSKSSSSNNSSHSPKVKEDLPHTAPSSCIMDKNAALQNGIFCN
G6PDH CS = L. mesenteroides G6PDH inhibitors, counter-screen for G6PDH-coupled screening assays, biochemical, Leuconostoc mesenteroides enzyme; glucose-6-phosphate dehydrogenase [Leuconostoc mesenteroides]; Purified L. mesenteroides G6PDH, diaphorase/resazurin coupled fluorescence, 45 min; inhibition, % at 5 µM; 200,000 compounds, 0.12% hits; AID 1020, 2008; in the data active = inhibition above about 50%
PPARg SRC3 recr = PPARgamma agonists recruiting SRC-3 coactivator, primary screen, biochemical; Peroxisome proliferator-activated receptor gamma (Homo sapiens), P37231; biochemical PPARgamma/SRC-3 coactivator recruitment assay; activation, % at 8 µM; 200,000 compounds, 0.26% hits; in the data active = activation above about 23%;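 also: 0% = DMSO and 100% = reference agonist; some compounds past the cut are filed as inactive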
PPARg SRC-1 ag = PPARgamma agonists recruiting SRC-1 coactivator, primary screen, biochemical; AID 631, 2007; Peroxisome proliferator-activated receptor gamma (Homo sapiens), P37231; activation, % at 8 µM; 200,000 compounds, 0.41% hits; PPARgamma-SRC-1 coactivator recruitment biochemical assay; in the data active = activation above about 19%;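 also: 0% = DMSO and 100% = reference agonist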
PPARg SRC-2 ag = agonists of PPARg-SRC-2 recruitment, primary screen, biochemical, HTS | Peroxisome proliferator-activated receptor gamma (Homo sapiens), P37231 | PPARgamma LBD-SRC-2 recruitment | activation, % at 8 µM | 200,000 compounds, 0.34% hits | AID 1032, 2008; in the data active = activation above about 22%;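 also: 0% = vehicle and 100% = reference agonist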
ROMK primary = ROMK potassium channel modulators, primary screen, cell-based, thallium flux, MLSMR library. ATP-sensitive inward rectifier potassium channel 1 (Homo sapiens), P48048. Tet-inducible ROMK, thallium flux fluorescence; actives lie on both sides. B-score at 10 µM. 130,000 compounds, 2% hits;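 active = signal ratio slope over the read window, or its plate-corrected B-score, at least 3 SD from the plate mean, either direction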;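 also: B-score of the F/F0 ratio slope over 7 to 12 s after thallium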
Target sequence (P48048 whole entry, looked up): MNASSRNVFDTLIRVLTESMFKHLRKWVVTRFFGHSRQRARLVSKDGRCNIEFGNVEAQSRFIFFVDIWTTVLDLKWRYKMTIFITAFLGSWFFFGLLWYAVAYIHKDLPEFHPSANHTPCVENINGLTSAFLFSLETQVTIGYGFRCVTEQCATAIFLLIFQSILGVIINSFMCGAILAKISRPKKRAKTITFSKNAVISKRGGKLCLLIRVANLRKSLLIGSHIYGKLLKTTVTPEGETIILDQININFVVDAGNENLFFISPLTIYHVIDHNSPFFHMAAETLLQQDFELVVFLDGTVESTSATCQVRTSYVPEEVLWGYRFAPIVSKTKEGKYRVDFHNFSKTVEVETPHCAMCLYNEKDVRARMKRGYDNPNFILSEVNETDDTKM
PMI act = activators of human PMI, primary screen, biochemical, fluorescence intensity, near-Km mannose 6-phosphate; Mannose-6-phosphate isomerase (Homo sapiens), P34949; AID 1214, 2008; purified human PMI, coupled resazurin fluorescence, 20 min; active compounds read high; 1 = vehicle control, 0 substrate-free wells; activation factor at 20 µM; 190,000 compounds, 0.005% hits;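 active = activation factor of 2 or more at 20 µM, relative to plate controls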
PMI act satM6P = human PMI activators, high substrate, primary screen, biochemical, fluorescence intensity, near-saturating mannose 6-phosphate. 190,000 compounds, 0.34% hits. coupled PMI enzyme assay, resazurin fluorescence, 20 min; active compounds read high; 1 = untreated enzyme, 0 = substrate-free blank. activation factor at 20 µM. AID 1216, 2008;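 active = activation factor of 2 or more at 20 µM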
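Test system: Human PMI in coupled enzyme assay | Input: 15 ng/mL PMI | Medium: HEPES-buffered pH 7.4 with magnesium and detergent | Compound: One concentration, 20 µM, in 1% DMSO | Incubation: Enzyme reaction with compound 20 min at room temperature | Detection: Diaphorase-driven resazurin-to-resorufin fluorescence, excitation 544, emission 590 nm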
SRC2 TRFRET art = TR-FRET signal artefacts, primary screen, artefact control for PPARgamma SRC-2 agonist project, biochemical; TR-FRET artefact counter-screen; active compounds read high; 200,000 compounds, 0.4% hits; TR-FRET ratio at 8 µM; in the data active = TR-FRET ratio above about 2000; also: inactives centre near 1500
Diaph inh CS = diaphorase inhibitors and chemical oxidizers, primary screen, counter-screen for diaphorase-coupled primary assays, biochemical, uHTS, resorufin fluorescence; 190,000 compounds, 0.69% hits; inhibition, % at 20 µM; diaphorase resazurin-to-resorufin fluorescence, NADH, 16 min; bacterial (C. kluyveri) enzyme, not human; AID 1217, 2008;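 active = primary screen inhibition at 20 µM above a set limit, cut at about 50% in these data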;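 also: plate controls were DMSO with full reaction for no effect and wells lacking NADH for full effect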
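Detection: fluorescence of resorufin formed from resazurin, Ex 544/Em 590 nm; test system: Clostridium kluyveri diaphorase enzyme; amount: 0.14 U/mL diaphorase, enzyme working solution; times: 16-min room-temperature incubation before reading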
Diaph act CS = compounds boosting diaphorase resazurin reduction – biochemical, uHTS, resorufin fluorescence, counter-screen for diaphorase-coupled primary assays, primary screen; 190,000 compounds, 0.005% hits; activation factor at 20 µM; Diaphorase/resazurin coupled assay, 16 min; active compounds read high; 1 = vehicle wells, 0 = NADH-free wells;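 active = diaphorase activity raised at least twofold by the compound at 20 µM; inactive = activation factor below 2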
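Material: purified diaphorase enzyme from Clostridium kluyveri / Medium: HEPES pH 7.4 buffer with MgCl2 and Tween 20 / Schedule: enzyme reaction of 16 min at room temperature / Measured by: resorufin fluorescence, excitation 544 nm, emission 590 nm / Evaluation: rise in resorufin formation, marking diaphorase activation or chemical reduction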
Numbers without * were called inactive; x = not tested or not shown.

SMILES | S1P3 antag | G6PDH CS | PPARg SRC3 recr | PPARg SRC-1 ag | PPARg SRC-2 ag | ROMK primary | PMI act | PMI act satM6P | SRC2 TRFRET art | Diaph inh CS | Diaph act CS
COc1ccc(-c2c[n+](CC(=O)OC3CC(C)CCC3C(C)C)c3n2CCC3)cc1 (stereo not given) | -8 | 0 | 4 | 3 | 3 | x | 1 | 1 | 1478 | -5 | 1.1
CN(C)c1ccc(N=Nc2ccccc2C(=O)OCC(=O)NCC2CCCCC2)cc1 | -5 | -5 | 8 | 8 | 2 | -0.73 | 0.9 | 0.9 | 1684 | 19 | 0.8
CN(CC(=O)Nc1ccc(Cl)c(Cl)c1)Cc1nnc(-c2ccc(F)cc2)o1 | -1 | -2 | 1 | 4 | 3 | -0.2 | 1 | 1.1 | 1687 | -1 | 1
COc1ccccc1N1CCN(Cc2nc(N)nc(Nc3ccccc3)n2)CC1 | -43 | 6 | -1 | 3 | -3 | -1.1 | 1.1 | 1 | 1499 | 6 | 0.9
Cc1[nH]n(-c2cccc(Cl)c2)c(=O)c1-c1ccccc1 | x | -2 | 9 | 5 | 6 | x | 1 | 1.1 | 1464 | 11 | 0.9
O=C(O)CCCN(Cc1cccc(Br)c1)S(=O)(=O)c1ccc(Br)cc1 | 7 | 2 | -1 | -6 | 0 | -0.81 | 1.2 | 1.1 | 1524 | -4 | 1
O=C(NCCc1ccccc1)C(=O)NCc1ccncc1 | -31 | 2 | 4 | -3 | 5 | 0.18 | 1.1 | 1.1 | 1607 | -10 | 1.1
CC1(C)Cc2ccccc2-c2nc(NCCCO)n(-c3ccccc3)c(=O)c21 | -8 | 3 | 5 | 6 | 10 | x | 1 | 1 | 1552 | 24 | 0.8
CCn1cc(CN2CCCC(CO)(Cc3cccc(Cl)c3)C2)cn1 (stereo not given) | -10 | 13 | 3 | 2 | -9 | -0.78 | 1 | 1 | 1445 | 11 | 0.9
COc1ccc(/C=N/NC(=O)Nc2ccc3nsnc3c2)c(OC)c1 | -10 | 18 | 6 | 6 | 0 | 0.56 | 0.8 | 0.6 | 1485 | 9 | 0.9
Fc1ccccc1CNC(=S)Nc1cccc(C(F)(F)F)c1 | 21 | -4 | 2 | -2 | 1 | x | 0.9 | 0.9 | 1522 | 21 | 0.8
O=C(O)c1cccnc1Sc1ccc(Cl)cc1 | -6 | -2 | 1 | 2 | 0 | 0.04 | 1 | 1 | 1572 | 7 | 0.9
COc1cc(C)c(S(=O)(=O)N2CCCC2)cc1C | -8 | 10 | 1 | 3 | -1 | x | 0.9 | 0.8 | 1483 | 16 | 0.8
O=C(O)CCc1ccc(-c2ccc(F)cc2)n1CC(=O)O | x | -10 | 0 | 6 | 4 | x | 1 | 1.1 | 1566 | 10 | 0.9
CCCOc1ccc(-c2cnc(N)s2)cc1 | x | -14 | -3 | 9 | 5 | x | 0.9 | 0.9 | 1607 | 9 | 0.9
COC(=O)c1cc(CC(=O)c2ccc(O)cc2O)c(C)o1 | 19 | 24 | 2 | 0 | 5 | -0.33 | 1 | 0.9 | 1487 | 5 | 1
CCOC(=O)c1cnc(SC)nc1Oc1cccc(NS(=O)(=O)c2ccccc2)c1 | x | 9 | 7 | 5 | 7 | -0.045 | 0.9 | 1 | 1561 | 14 | 0.9
CCOC(=O)c1cn(-c2c(Cl)cccc2Cl)c2cc(Cl)c([N+](=O)[O-])cc2c1=O | -7 | 0 | -1 | 7 | 1 | -1.5 | 1.1 | 1.1 | 1679 | 52* | 0.5
Cc1cc(C)c(S(=O)(=O)N(CC(=O)NCc2cccnc2)C2CCCCC2)c(C)c1 | -6 | 5 | 5 | 3 | -1 | -0.21 | 0.8 | 0.9 | 1471 | 11 | 0.9
CC(C)CC1c2[nH]c3ccccc3c2CCN1C(=O)C1CCOCC1 (stereo not given) | 17 | 11 | -2 | 2 | 5 | 0.011 | 1 | 1 | 1515 | 13 | 0.9

Exported as labelled records: entries from further up
COc1cc(C)c(S(=O)(=O)N2CCCC2)cc1C
  S1P3 antag: -8
  G6PDH CS: 10
  PPARg SRC3 recr: 1
  PPARg SRC-1 ag: 3
  PPARg SRC-2 ag: -1
  ROMK primary: x
  PMI act: 0.9
  PMI act satM6P: 0.8
  SRC2 TRFRET art: 1483
  Diaph inh CS: 16
  Diaph act CS: 0.8

O=C(O)CCc1ccc(-c2ccc(F)cc2)n1CC(=O)O
  S1P3 antag: x
  G6PDH CS: -10
  PPARg SRC3 recr: 0
  PPARg SRC-1 ag: 6
  PPARg SRC-2 ag: 4
  ROMK primary: x
  PMI act: 1
  PMI act satM6P: 1.1
  SRC2 TRFRET art: 1566
  Diaph inh CS: 10
  Diaph act CS: 0.9

Later entries:
SMILES | S1P3 antag | G6PDH CS | PPARg SRC3 recr | PPARg SRC-1 ag | PPARg SRC-2 ag | ROMK primary | PMI act | PMI act satM6P | SRC2 TRFRET art | Diaph inh CS | Diaph act CS
CCn1cc(C(=O)N2CCN(c3cccc(Cl)c3)CC2)c2cc(OC)c(OC)cc2c1=O | x | -9 | 0 | 0 | 6 | 1.3* | 1 | 1 | 1451 | 8 | 0.9
CC(C)(C)c1nc(SCC(=O)NCc2cccs2)c2ccccc2n1 | 4 | 15 | 11 | 4 | 8 | -0.31 | x | x | 1732 | x | x
O=C(NCc1cccs1)c1ccccc1F | -1 | 4 | -4 | -2 | -2 | x | 1 | 1 | 1372 | 6 | 0.9
Fc1ccc(CCNC(=S)Nc2ccc(F)cc2)cc1 | -1 | -21 | 1 | -1 | 0 | x | 0.8 | 0.9 | 1379 | 8 | 0.9
Cc1ccc(/C=N\NC(=O)c2cc(OCC(F)(F)F)ccc2OCC(F)(F)F)cc1 | x | 12 | 3 | -3 | 2 | x | 0.9 | 1 | 1490 | 2 | 1
C=CCn1cn[nH]c1=S | -24 | 2 | 4 | -7 | 5 | -0.35 | 1 | 1.1 | 1672 | 4 | 1
O=C1NCCN(Cc2ccoc2)C1CC(=O)N(Cc1ccccc1)CC1CCC1 (stereo not given) | -5 | 9 | -1 | -1 | -4 | x | 0.9 | 0.8 | 1526 | 25 | 0.8
CCOC(=O)c1sc2nc(CSc3ccccc3)[nH]c(=O)c2c1C | 9 | 4 | 2 | -1 | 5 | 1.4 | 0.9 | 1 | 1664 | -15 | 1.1
O=C(CN1C(=O)c2ccc([N+](=O)[O-])cc2C1=O)NCc1ccco1 | -8 | 0 | -3 | -5 | -9 | 0.0027 | 1 | 1 | 1488 | 4 | 1
O=C(CN1CCN(c2ccccc2F)CC1)NC(=O)NCc1ccccc1 | 18 | 2 | 4 | 5 | 14 | -0.55 | 1.1 | 1.1 | 1773 | 3 | 1
COc1ccccc1-c1cc(C(F)(F)F)nc(S(=O)(=O)CCCC(=O)N2CCOCC2)n1 | -28 | -4 | 1 | -5 | -1 | -3.4* | 1 | 1.1 | 1629 | -2 | 1
CSc1ccc(CN(C)CC(=O)NCc2ccccc2)cc1 | -16 | -3 | 1 | 9 | -4 | -0.02 | 1 | 1 | 1559 | 2 | 1
COc1cccc(C(=O)Oc2ccccc2/C=C\C(=O)c2cc3ccccc3o2)c1 | -10 | 0 | 6 | 0 | 6 | x | 1 | 1.1 | 1491 | 18 | 0.8
C#CCOc1ccc(/C=C2\SC(=S)N(Cc3cccnc3)C2=O)cc1 | 1 | -1 | 3 | 9 | -3 | -0.28 | 0.8 | 0.7 | 1378 | 18 | 0.8
CCOC(=O)Nc1ccc(C)cc1C | x | 2 | 2 | 2 | 1 | x | 1 | 1 | 1541 | 9 | 0.9
COc1ccc(CNS(=O)(=O)c2ccc(C3CNC(=O)C3)cc2)cc1 (stereo not given) | -35 | -5 | -7 | -6 | 1 | x | 1 | 1.1 | 1608 | 6 | 0.9
CC(=O)c1ccc(N2CCN(C(=O)/C=C/c3cccs3)CC2)cc1 | -14 | 0 | 5 | 4 | 6 | -0.71 | 1 | 1.1 | 1601 | 8 | 0.9
Cn1[nH]c(-c2ccccc2)c(/C=N/O)c1=O | 6 | 8 | 1 | -6 | 4 | 0.088 | 0.9 | 0.8 | 1488 | 20 | 0.8
NC(=O)CSc1nnnn1-c1ccc(OC(F)(F)F)cc1 | 17 | 12 | 3 | 3 | -2 | 0.0022 | 0.9 | 0.9 | 1645 | 12 | 0.9
COc1nc(N)nc(N2CCOCC2)n1 | -20 | 5 | -6 | 8 | 4 | x | 0.9 | 1 | 1548 | 3 | 1
COc1ccc(-c2ccc(/C=C3/C(=N)N4C=CSC4=NC3=O)o2)c([N+](=O)[O-])c1 | 1 | -7 | -1 | 7 | 8 | 0.024 | 0.8 | 0.6 | 1412 | 22 | 0.8
Cc1c(C(N)=O)sc2nc(-c3ccccc3)cn12 | 2 | 13 | -1 | 9 | -5 | 0.28 | 0.8 | 0.9 | 1462 | 17 | 0.8
CC(=O)Nc1ccc(NC(=O)CN(c2ccc(F)cc2)S(=O)(=O)c2ccc3c(c2)OCCO3)cc1 | x | -4 | -5 | -4 | 7 | -0.25 | 1 | 1 | 1452 | 13 | 0.9
CC(C)(C)OC(=O)[C@H](Cc1ccccc1)NC(=O)c1nc[nH]c1C(=O)NCc1ccccc1 | -9 | 6 | 2 | 4 | 1 | x | 0.7 | 0.8 | 1701 | 42 | 0.6
CCOC(=O)c1nn(-c2cccc(C)c2)cc1C(=O)c1ccccc1 | x | 9 | 0 | 2 | 8 | x | 0.8 | 0.9 | 1412 | 20 | 0.8
CC(C)(C)C(=O)NCC12C=CC(O1)C1C(=O)N(c3ccccc3)C(=O)C12 (stereo not given) | x | 3 | 9 | 0 | -1 | 0.27 | 1.5 | 1.8 | 1805 | 6 | 0.9
COCCN(CC(=O)NCc1ccccc1)C(=O)CCC(=O)Nc1nccs1 | -10 | 2 | 4 | 3 | 4 | x | 1 | 1 | 1621 | 13 | 0.9
CS(=O)(=O)C1=NSC2=NC(=O)/C(=C\c3cccn3-c3ccc(Cl)cc3)C(=N)N21 | -5 | -1 | 5 | 9 | -1 | 0.22 | 1.1 | 1.1 | 1690 | 51* | 0.5
